RGS4 inhibitor – Inhibitors of Regulator of G Protein Signaling (RGS) 4: qHTS. 390,000 tested, 0.039% active. Transcreener GDP fluorescence polarization, RGS4-accelerated GTP hydrolysis. Regulator of G-protein signaling 4 (Homo sapiens), P49798. Potency, µM (titrated, usually from 114 µM), inactives show at the top dose activity change, negative = inhibition, actives largely listed as inhibitors; also: potency is read from the fitted curve at half-maximal effect; % is scaled to controls: 0 for no effect and ±100 for the full control effect; nearly all actives have a fitted effect of over 75% in size; some results filed as inactive show a strong effect at the top dose
Target sequence (P49798 whole entry, looked up): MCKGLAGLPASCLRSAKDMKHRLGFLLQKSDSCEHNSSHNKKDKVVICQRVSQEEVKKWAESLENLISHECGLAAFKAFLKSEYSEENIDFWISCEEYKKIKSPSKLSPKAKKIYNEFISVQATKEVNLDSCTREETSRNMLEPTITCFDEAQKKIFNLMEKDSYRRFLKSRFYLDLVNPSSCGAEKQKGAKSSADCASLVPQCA
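MLSMR compounds (23 nl, pin-transferred) preincubated 10 min at room temperature with a 500nM (2x) first reagent, then RGS4 at 900nM (2x) plus Transcreener GDP mix added; fluorescence polarization (620/688 nm) read before and after 90 min at 30 °C.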
LDHA inh – qHTS assay for inhibitors of human lactate dehydrogenase. L-lactate dehydrogenase A chain (Homo sapiens), P00338. purified LDHA, NADH/diaphorase-resazurin fluorescence; active compounds read low. activity change, % (values are at about 110 or 230 µM). 480,000 tested, 0.15% active; in the data active = activity change below about -30%; inconclusive = mostly about -25% to -30%;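 also: plate controls were DMSO wells for no effect and wells without enzyme for full effect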
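LDH5 2 nM; NADH 0.06 mM, pyruvate 0.2 mM; 200 mM Tris pH 7.4, EDTA, Tween-20; 5 min RT. Detection: diaphorase 0.133 mg/mL + resazurin 37 µM, fluorescence ex540/em590 at 0 and 20 min; normalized to enzyme-free and DMSO wells.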
Vif-APOBEC3F blk – qHTS for Inhibitors of Vif-A3F Interactions: qHTS; HeLa A3F-eYFP + Vif (tagged APOBEC3F with the HIV-1 protein that degrades it), YFP fluorescence increase; Potency, µM (series often up to 46.1 µM), inactives show at the top dose activity, negative = active; 390,000 tested, 0.2% active; AID 602313, 2012; also: potency is read from the fitted curve at half-maximal effect; % of control where 0% means no effect; nearly all actives have a fitted effect of over 65% in size
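Fluorescence increase (Ex 488/Em 500-530) after overnight compound treatment at 37 deg C flags inhibition of Vif-driven A3F-eYFP loss in stable HeLa A3F-eYFP/Vif cells seeded overnight beforehand.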
TrxR1 substrate – qHTS Assay for Substrates of Mammalian Selenoprotein Thioredoxin Reductase 1 (TrxR1): qHTS | Potency, µM (highest dose often 114 µM), for inactives: top-dose activity change, negative = substrate turnover | AID 588456, 2011 | purified TrxR1 substrate turnover, NADPH consumption readout | 390,000 tested, 0.01% active | Thioredoxin reductase 1, cytoplasmic (Rattus norvegicus), O89049; also: potency is read from the fitted curve at half-maximal effect; % is scaled to controls: 0 for no effect and ±100 for the full control effect; nearly all actives have a fitted effect of over 50% in size
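Rat TrxR1, dispensed at 90 nM, was prereduced with 400 uM NADPH (final) for 5 min at ~22 deg C, then incubated with compound 15 min before 400 uM selenite. A first-read NADPH fluorescence drop versus no-compound background flagged substrates.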
USP1 inh – Inhibitors of USP1/UAF1: Primary Screen. 390,000 tested, 0.23% active. AID 743255, 2014. Potency, µM (titrated, usually from 57.1 µM), for the others: top-dose activity change, negative = inhibition, most hits filed as inhibitors. Ubiquitin carboxyl-terminal hydrolase 1 (Homo sapiens), O94782. recombinant USP1/UAF1, Ub-Rhodamine cleavage fluorescence; also: potency is read from the fitted curve at half-maximal effect; % is scaled to controls: 0 for no effect and ±100 for the full control effect; nearly all actives have a fitted effect of over 60% in size; inactives centre near -12
Target sequence (O94782 whole entry, looked up): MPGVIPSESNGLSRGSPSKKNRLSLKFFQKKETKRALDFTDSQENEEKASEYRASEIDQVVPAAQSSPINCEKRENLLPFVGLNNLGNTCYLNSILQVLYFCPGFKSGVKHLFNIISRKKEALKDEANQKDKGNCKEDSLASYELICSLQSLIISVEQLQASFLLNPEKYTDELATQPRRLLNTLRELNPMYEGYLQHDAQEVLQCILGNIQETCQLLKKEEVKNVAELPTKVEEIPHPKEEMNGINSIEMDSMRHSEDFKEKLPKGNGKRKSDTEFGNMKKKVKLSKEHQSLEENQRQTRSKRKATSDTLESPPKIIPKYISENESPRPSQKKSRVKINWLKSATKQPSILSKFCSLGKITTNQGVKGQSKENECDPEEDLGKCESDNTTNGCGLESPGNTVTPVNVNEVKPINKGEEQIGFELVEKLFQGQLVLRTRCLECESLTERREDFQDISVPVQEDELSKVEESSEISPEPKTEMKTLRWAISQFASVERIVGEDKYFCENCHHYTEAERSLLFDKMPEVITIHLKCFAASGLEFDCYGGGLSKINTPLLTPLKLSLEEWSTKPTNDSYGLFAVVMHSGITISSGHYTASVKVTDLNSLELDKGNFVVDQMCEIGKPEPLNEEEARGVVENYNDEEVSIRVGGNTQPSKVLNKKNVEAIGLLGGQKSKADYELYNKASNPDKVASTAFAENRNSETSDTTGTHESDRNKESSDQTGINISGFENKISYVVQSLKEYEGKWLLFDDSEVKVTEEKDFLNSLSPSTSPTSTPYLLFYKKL
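USP1/UAF1 complex (1 nM) preincubated 15 min at room temperature with compound, then Ub-Rho substrate (150 nM final) added. Kinetic fluorescence at 480/540 nm over 6 reads at 60 s intervals; 50 mM HEPES pH 7.8, 0.5 mM EDTA, 0.1 mg/ml BSA, 1 mM TCEP, 0.01% Tween-20.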
Vif-APOBEC3G blk – qHTS for Inhibitors of Vif-A3G Interactions: qHTS; DNA dC->dU-editing enzyme APOBEC-3G (Homo sapiens), Q9HC16; HeLa A3G-eYFP + Vif (tagged APOBEC3G with the HIV-1 protein that degrades it), YFP fluorescence, overnight; Potency, µM (titrated, usually from 46.1 µM), for inactives: top-dose activity, negative = active, usual class: inhibitors; 410,000 tested, 0.076% active;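 also: potency is read from the fitted curve at half-maximal effect; % is scaled to controls: 0 for no effect and ±100 for the full control effect; nearly all actives have a fitted effect of over 60% in size; hits raise eYFP signal because A3G escapes Vif-driven loss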
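HeLa cells stably expressing Vif and C-terminally eYFP-tagged A3G, seeded overnight at 37 deg C, then exposed to compound by pintool overnight at 37 deg C. Rise in yellow fluorescence (Ex 488/Em 500-530, Acumen) marks blocked Vif-driven A3G degradation.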
mIDH1 inhibitor – qHTS for Inhibitors of mutant isocitrate dehydrogenase 1 (IDH1): qHTS | Isocitrate dehydrogenase [NADP] cytoplasmic (Homo sapiens), O75874 | IDH1-R132H enzyme, NADPH consumption, diaphorase/resazurin fluorescence | Potency, µM (top dose mostly 76.6 µM), without a hit: at the highest dose activity change, negative = inhibition, hits mostly inhibitors | 390,000 tested, 0.093% active | AID 602179, 2012; also: potency is read from the fitted curve at half-maximal effect; % is scaled to controls: 0 for no effect and ±100 for the full control effect; nearly all actives have a fitted effect of over 65% in size
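IDH1-R132H (0.5 ug/mL dispensed) in pH 7.5 Tris buffer was preincubated 30 min with compound, then given a substrate mix of 0.016 mM NADPH and 2 mM alpha-KG for 80 min at room temperature; remaining NADPH was read by diaphorase/resazurin fluorescence.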
Glioma ERSR ind – qHTS for Inducers of the Endoplasmic Reticulum Stress Response (ERSR) in Human Glioma: qHTS; 420,000 tested, 0.02% active; Potency, µM, without a hit: at the highest dose activation, most hits filed as activators; U87-MG GRP78 promoter luciferase reporter, 16 h; also: potency is read from the fitted curve at half-maximal effect; series mostly up to about 76 µM; % of control where 0% means no effect; nearly all actives have a fitted effect of over 35% in size
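Stably transfected U87-MG glioma cells carrying a GRP78-based luciferase sensor; 16 h compound incubation. Luminescence end-point read 10 min after Bright-Glo addition at room temperature.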
rTrxR1 inhibitor – qHTS Assay for Inhibitors of Mammalian Selenoprotein Thioredoxin Reductase 1 (TrxR1): qHTS. recombinant rTrxR1, NADPH fluorescence consumption, selenite substrate. Potency, µM (series often up to 114 µM), inactives show at the top dose activity change, negative = inhibition, hits mostly inhibitors. 390,000 tested, 1% active. AID 588453, 2011; also: potency is read from the fitted curve at half-maximal effect; % is scaled to controls: 0 for no effect and ±100 for the full control effect; nearly all actives have a fitted effect of over 65% in size
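Rat TrxR1 (90 nM in the dispensed reagent) was pre-reduced with 400 uM NADPH for 5 min at room temperature, then incubated with compound for 15 min. After 400 uM selenite was added, NADPH fluorescence (Ex 340/Em 450 nm) was followed for 8 min.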
* hit, by the source's call; ? = inconclusive; nt = not tested or not shown; & = joins results of further samples; [ ] = remark or other dose. Unless noted, calls follow the shape of the dose curve; as a rule, active = well fitted curve in the direction sought with a large enough effect; inconclusive = small, poorly fitted or top-dose-only effect, or another doubt; inactive = no such curve, though single readings can be large; an effect the other way counts as inactive or inconclusive.

SMILES	RGS4 inhibitor	LDHA inh	Vif-APOBEC3F blk	TrxR1 substrate	USP1 inh	Vif-APOBEC3G blk	mIDH1 inhibitor	Glioma ERSR ind	rTrxR1 inhibitor
CC(=O)OC1CSc2nc3ccccc3n2C1 (stereo not given)	12%	-6	7%	10%	6%	-4%	7%	0%	35%
Cc1ccc(OCC(=O)N(Cc2nc(-c3ccccc3)no2)C(C)C)cc1C	-6%	1	2%	1%[57.1 µM]	-3%	0%	5%	-1%	12%[57.1 µM]
CC(C)(C)c1ccc(S(=O)(=O)NCC(=O)N2CCN(C(=O)c3ccco3)CC2)cc1	-10%	-2	-3%	3%	-16%	3%	0%	-3%	-14%
CC(=O)C1=C(O)C(=O)N(c2ccc(C(=O)O)cc2)C1c1ccccc1 (stereo not given)	27%	7	0%	-12%	2%	-2%	4%	-4%	-30%
CCN(CC)C(=O)C1=C(C)N(Cc2ccc(OC)cc2)C(=O)C(CC(=O)NC2CCCCC2)C1 (stereo not given)	nt	-7	-17%	nt	-13%	0%	3%	-7%	nt
O=S(=O)(Nc1ccccc1OC(F)F)c1ccc(S(=O)(=O)N2CCCC2)cc1	-29%	-4	4%	-6%	-5%	4%	-2%	-6%	-2%
CN1CCCN(C(=O)/C=C/c2ccc(F)cc2)CC1	14%	-5	0%	-4%[57.1 µM]	-12%	0%	2%	-3%	-4%[57.1 µM]
Cc1sc2nc(CN3CCOCC3)[nH]c(=O)c2c1-c1ccccc1	-5%	-2	-11%	-7%	-25%	2%	3%	-3%	-10%
O=C(C[n+]1ccccc1)N/N=C/c1ccco1	-3%	3	-6%	-18%[57.1 µM]	-13%	0%	-5%	1%	-47%
CC1CCCC(C)N1C(=O)COC(=O)c1ccc(F)c(S(=O)(=O)N2CCOCC2)c1 (stereo not given)	3%	-7	-8%	-9%	-3%	-4%	11%	-3%	-10%
CCC(=O)N1CCN(c2ccc(NC(=O)c3ccc(N4CCOCC4)c([N+](=O)[O-])c3)cc2)CC1	-5%	-5	-10%	-6%	-21%	-3%	0%	-3%	-7%
CCn1cc(C(=O)OCc2ccccc2)c(=O)c2ccc(C)nc21	-17%[11.4 µM]	-3	-13%	-8%	0%	0%	10%	-6%	9%[57.1 µM]
Cc1ccc(S(=O)(=O)N2[C@@H](c3ccccc3)C(C(=O)O)=CC[C@H]2c2cccc(Cl)c2)cc1	5%	-11	5%	-1%	-10%	-2%	-5%	-4%	3%
CC12CN3CC(c4ccccc4)(CN(C1)C3c1ccc(O)cc1)C2=O (stereo not given)	-5%	-2	-10%	-3%	-17%	-3%	-8%	1%	15%
Cn1ncc(SCc2ccccc2)c(Cl)c1=O	-18%	-7	8%	3%	?	1%	-12%	2%	20%

Sorted by molar mass (low to high): part of the list above.
SMILES	RGS4 inhibitor	LDHA inh	Vif-APOBEC3F blk	TrxR1 substrate	USP1 inh	Vif-APOBEC3G blk	mIDH1 inhibitor	Glioma ERSR ind	rTrxR1 inhibitor
CC(=O)OC1CSc2nc3ccccc3n2C1 (stereo not given)	12%	-6	7%	10%	6%	-4%	7%	0%	35%
Cc1sc2nc(CN3CCOCC3)[nH]c(=O)c2c1-c1ccccc1	-5%	-2	-11%	-7%	-25%	2%	3%	-3%	-10%
O=S(=O)(Nc1ccccc1OC(F)F)c1ccc(S(=O)(=O)N2CCCC2)cc1	-29%	-4	4%	-6%	-5%	4%	-2%	-6%	-2%

Other records.
SMILES	RGS4 inhibitor	LDHA inh	Vif-APOBEC3F blk	TrxR1 substrate	USP1 inh	Vif-APOBEC3G blk	mIDH1 inhibitor	Glioma ERSR ind	rTrxR1 inhibitor
N#Cc1c(N)nc(SCC(=O)NCc2ccc3c(c2)OCO3)c(C#N)c1-c1cccs1	8%	-3	0%	60%	-22%	-4%	7%	-5%	12%[57.1 µM]
COCCN(C(=O)c1cc2c(s1)CCCCC2)c1c(N)n(CC(C)C)c(=O)[nH]c1=O	-6%	0	0%	8%	-21%	-1%	6%	-1%	24%
COC(=O)CC1C(=O)NCCN1C(=O)Nc1ccc(Cl)c(Cl)c1 (stereo not given)	-2%	-7	1%	0%	-10%	0%	5%	-4%	14%
O=C1/C(=C\c2ccc(O)c(O)c2)N=C2CCCCCN12	-45%	22	-10%	-17%	-18%	-1%	11%	9%	-22%
CCN(CCCNC(=O)C1CCCN(S(=O)(=O)c2cnc[nH]2)C1)c1ccccc1 (stereo not given)	-2%&-1%	5&-10	1%	14%&0%	-26%	1%&2%	-19%	-2%&-5%	-8%&5%
COc1cc(C2c3c(oc4ccc(C)cc4c3=O)C(=O)N2Cc2ccccc2)ccc1O (stereo not given)	9%	2	-6%	3%	-23%	-4%	-3%	-2%	9%
Cc1ccc(C)c(Oc2coc3cc(O)ccc3c2=O)c1	-17%	0	-4%	26%	-17%	-4%	3%	-2%	-6%
COc1ccc(OC)c(NC(=O)CSc2nnc3ccc(-c4ccccn4)nn23)c1	?	-3	9%	-2%	-10%	2%	6%	2%	1%
C=CCNc1ncnc2ccc(Br)cc12	12%[56.9 µM]	1	10%	8%[57.1 µM]	-13%	1%	4%	-6%&-3%	18%[57.1 µM]
O=C(Nc1ccc(F)cc1)Nc1ccc2ccccc2n1	-11%	-5	-2%	8%	-19%	1%	-3%	-4%	26%
CCCc1cc(=O)oc2cc(C)cc(OCC(=O)N[C@@H](CSCc3ccccc3)C(=O)O)c12	-12%	-5	-4%	71%[activator]	-22%	-3%	-12%	-1%	16%
COC(=O)C1=C(O)/C(=C/c2ccc(OCC(=O)Nc3ccc(OC)cc3)cc2)N=C1C	nt	-1	-6%	nt	-26%	-5%	-1%	-2%	nt
Cc1ncc(CO)c(/C=N/NC(=O)c2cccc(S(=O)(=O)N3CCCC3)c2)c1O	-28%	8	6%	17%	-18%	0%	5%	-3%	13%
COc1ccccc1NC(=S)N(Cc1ccccc1)Cc1cccs1	-14%	-9	0%	3%[57.1 µM]	-15%	0%	8%	-4%	36%[57.1 µM]
COCCNC(=O)c1ccc(C)c(NC(=O)C2=C(C)OCCS2)c1	-10%	-1	0%	-12%[57.1 µM]	-15%	9%	0%	-2%	10%[57.1 µM]
COc1cc(SC)ccc1C(=O)OCC(=O)NCCNC(=O)COC(=O)c1ccc(SC)cc1OC	5%	-5	-10%	-2%	-18%	-4%	-3%	-3%	11%
Cc1cccc(C(=O)Nc2ccc(C(=O)/C=C/c3cccnc3)cc2)c1	?	1	-4%	-12%	-25%	-26%	4%	-6%	?
O=S(=O)(NCc1ccc(F)cc1)c1ccccc1Br	-8%	1	0%	6%[57.1 µM]	-19%	0%&2%	-1%	-3%&-2%	15%[57.1 µM]

Entries from the list above containing a furan ring, fused or not, in the order listed:
SMILES	RGS4 inhibitor	LDHA inh	Vif-APOBEC3F blk	TrxR1 substrate	USP1 inh	Vif-APOBEC3G blk	mIDH1 inhibitor	Glioma ERSR ind	rTrxR1 inhibitor
CC(C)(C)c1ccc(S(=O)(=O)NCC(=O)N2CCN(C(=O)c3ccco3)CC2)cc1	-10%	-2	-3%	3%	-16%	3%	0%	-3%	-14%
O=C(C[n+]1ccccc1)N/N=C/c1ccco1	-3%	3	-6%	-18%[57.1 µM]	-13%	0%	-5%	1%	-47%

The list is partial (hit frequency here may not be typical).
